OXTR agonist: human OXTR agonism; actives 0.32% (n = 320,000); CHO-OTR cells, Fluo-8 calcium fluorescence; normalized: DMSO 0%, oxytocin 100%; activation, % at 3 µM; AID 2435; P30559;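 active means activation above the mean of all tested compounds plus 3 SD, cutoff set per screening run, cut at about 20% in these data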;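 further: peak over basal fluorescence ratio from a 100 s FLIPR kinetic read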
MEKK3 PB1 HTS: MEKK3-MEK5 PB1 interaction, increase or decrease; binding response (% of control), % at 10 µM; Q99759; bead-based flow cytometry, Alexa488-MEK5 binding to MEKK3; actives lie on both sides; 0 = blocked by unlabeled MEK5, 100 = vehicle; actives 1.4% (n = 290,000);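 active means binding response more than 3 SD above or below the average of its plate-row segment, actives on both sides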;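 further: Alexa488 bead fluorescence after subtracting the streptavidin-only scavenger bead signal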
Target sequence (Q99759 whole entry, looked up): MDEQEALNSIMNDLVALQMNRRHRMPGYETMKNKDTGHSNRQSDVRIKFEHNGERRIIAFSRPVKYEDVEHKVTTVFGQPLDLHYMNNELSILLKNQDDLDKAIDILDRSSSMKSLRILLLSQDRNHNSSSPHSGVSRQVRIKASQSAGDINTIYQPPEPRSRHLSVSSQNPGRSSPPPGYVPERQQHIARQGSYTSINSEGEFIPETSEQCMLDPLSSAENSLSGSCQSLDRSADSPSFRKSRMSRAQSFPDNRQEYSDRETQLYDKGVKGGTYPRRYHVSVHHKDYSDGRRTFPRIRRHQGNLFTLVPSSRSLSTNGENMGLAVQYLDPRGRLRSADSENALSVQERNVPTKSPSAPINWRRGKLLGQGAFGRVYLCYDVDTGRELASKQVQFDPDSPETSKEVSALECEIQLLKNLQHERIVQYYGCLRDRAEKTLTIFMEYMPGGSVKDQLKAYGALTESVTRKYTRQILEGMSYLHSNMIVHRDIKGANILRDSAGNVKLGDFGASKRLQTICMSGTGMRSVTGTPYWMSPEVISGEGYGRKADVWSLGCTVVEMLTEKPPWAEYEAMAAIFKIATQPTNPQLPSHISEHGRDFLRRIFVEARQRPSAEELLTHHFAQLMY
MEKK2 WT-MEK5: raises or lowers MEK5 binding to wildtype human MEKK2 PB1 domain. Q9Y2U5. bead flow cytometry, Alexa488-MEK5 binding to MEKK2 WT; actives lie on both sides. binding response (% of control), % at 10 µM. actives 1.1% (n = 290,000). AID 1531; in the data active means binding response below about 67% or above about 130%
PHOSPHO1 block: inhibitors of human PHOSPHO1 phosphatase | recombinant PHOSPHO1, absorbance phosphatase assay | inhibition, % at 13.3 µM | AID 1565 | actives 1.1% (n = 290,000); in the data active means inhibition above about 60%
MEKK2mut PB1 HTS: signal of MEK5 binding to mutant human MEKK2 PB1 domain; percent response, % at 10 µM; actives 0.35% (n = 290,000); bead flow cytometry, Alexa488-MEK5 binding to MEKK2 mutant; AID 1530; in the data active means percent response above about 24%, passing the limit was not always enough; further: inactives centre near 1; some results filed as inactive read as strong as hits; reference of the scale not given here
PfM18AAP inh: PfM18AAP enzyme inhibition | recombinant PfM18AAP, H-Glu-NHMec fluorogenic cleavage | AID 1822 | inhibition, % at 7.35 µM | actives 1.2% (n = 290,000);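 active means inhibition above the campaign mean inhibition over all tested compounds plus 3 SD, cut at about 28% in these data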;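 further: 0% = plate median of test compound wells and 100% = 2 mM ZnCl2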
NALP1 yeast inh: NALP1 inhibition; inhibition, % at 10 µM; actives 0.61% (n = 280,000); S. cerevisiae NALP1/ASC/caspase-1 growth, X-gal OD620, 72 h; in the data active means inhibition mostly above about 24%, no sharp cut-off; inactive means mostly below about 32%; further: some compounds called inactive have numbers as strong as hits
DNA FID counter: fluorescent intercalator displacement, NS3 helicase counter-screen | DNA fluorescent intercalator displacement, fluorescence | inhibition, % at 7.9 µM | actives 0.17% (n = 290,000); in the data active means inhibition above about 37%;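 further: 0% = vehicle and 100% = reference compound; higher means more ethidium bromide displaced from hairpin DNA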
GPR7 antag: human neuropeptides B/W receptor 1 antagonism; P48145; GPR7-expressing cells, fluorescence antagonist assay; inhibition, % at 4.4 µM; actives 1.1% (n = 290,000); in the data active means inhibition above about 16%, passing the limit was not always enough;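 further: cells stimulated with the agonist NPW; 0% = agonist with vehicle and 100% = vehicle without agonist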
Active calls of the source: *; x = not tested or not shown.

[1] O=C(NC1CCCCC1)N(Cc1ccc(F)cc1)Cc1nc2ccccc2c(=O)[nH]1
[2] Cc1nc(SCc2ccc(Cl)c(Cl)c2)n[nH]1
[3] CS(=O)(=O)NN1C(=O)c2ccccc2NC1c1c[nH]c2ccccc12 (stereo unspecified)
[4] CCCCOc1cccc(C(=O)N(Cc2ccco2)C2CCS(=O)(=O)C2)c1 (stereo unspecified)
[5] CC(=O)N1CCC(=NNC(=O)c2cccs2)CC1
[6] COC(=O)c1ccc(C2NC(=S)N(c3ccccc3)C(C)=C2C(=O)Nc2ccccc2OC)cc1 (stereo unspecified)
[7] O=C(/C=C/c1ccc([N+](=O)[O-])cc1)N1CCN(c2ccccc2F)CC1
[8] COc1cccc(Cn2cccc(NC(=O)Nc3ccc(C#N)cc3)c2=O)c1
entry no. | 1 | 2 | 3 | 4 | 5 | 6 | 7 | 8
OXTR agonist | -1.9 | x | 2.1 | -0.2 | -1.7 | -1.5 | 0.8 | 9.1
MEKK3 PB1 HTS | 103 | 103 | 106 | 100 | 100 | 99 | 98 | 105
MEKK2 WT-MEK5 | 106 | 105 | 107 | 104 | 104 | 87 | 101 | 103
PHOSPHO1 block | -42 | x | 12 | 5 | -3 | -14 | 7 | 6
MEKK2mut PB1 HTS | 1 | 4 | 18 | 2 | -2 | -7 | 2 | 5
PfM18AAP inh | -2 | 3 | 2 | 2 | -6 | -2 | -5 | -3
NALP1 yeast inh | 21 | 5 | 18 | 1 | 17 | 14 | 7 | 11
DNA FID counter | -8 | -5 | 9 | -29 | -5 | -25 | -3 | 2
GPR7 antag | -18 | -15 | -6 | 5 | -8 | 10 | -13 | -4

[9] C[Si](C)(C)n1ccnc1
[10] C[n+]1cnn2c1SCC1(COC1)C2
[11] O=C(NCc1ccco1)/C(=C/c1ccco1)NC(=O)c1ccco1
[12] CCCn1c(NC(=O)c2ccc(Cl)c(S(=O)(=O)N3CCCC3)c2)nc2ccccc21
[13] CC(=O)C1=C(O)C(=O)N(c2cccc(Br)c2)C1c1ccccc1Cl (stereo unspecified)
[14] COCCn1c(SCC(=O)NCc2ccc3c(c2)OCO3)nnc1-c1c[nH]c2ccccc12
[15] CCOc1cc(S(=O)(=O)NCCN2CCOCC2)c(C)cc1C
[16] O=S(=O)(N/N=C\c1ccc2c(c1)OCO2)c1ccc(F)cc1
entry no. | 9 | 10 | 11 | 12 | 13 | 14 | 15 | 16
OXTR agonist | -0.5 | 0.6 | -1.0 | -1.0 | 10 | -0.6 | 0.1 | x
MEKK3 PB1 HTS | 100 | 105 | 102 | 102 | 103 | 107 | 98 | 100
MEKK2 WT-MEK5 | 104 | 103 | 99 | 101 | 101 | 106 | 97 | 98
PHOSPHO1 block | 20 | 92* | 1 | -8 | 14 | 5 | -36 | 11
MEKK2mut PB1 HTS | 4 | 5 | 2 | -2 | -1 | 10 | 1 | -2
PfM18AAP inh | 15 | -13 | 0 | -1 | 5 | -3 | 8 | -4
NALP1 yeast inh | 16 | 9 | 10 | 4 | 15 | -2 | -3 | 12
DNA FID counter | 1 | 3 | 2 | -24 | -31 | -20 | 3 | -5
GPR7 antag | 21 | -9 | 6 | -28 | 8 | 4 | -9 | -14

[17] COC(/C=C/Nc1ccc(C)cc1)=C(C#N)C#N
[18] CCOc1ccc(S(=O)(=O)N2CCN(C(=O)c3cccn3C)CC2)cc1
[19] CCCCOC(=O)Nc1cccc(Cl)c1C
[20] CCN(CC)C(=O)CCSc1nnc(-c2ccncc2)o1
[21] CCc1ccccc1N1C(=O)CC(N2CCc3ccccc32)C1=O (stereo unspecified)
[22] O=C(CCNS(=O)(=O)c1cccs1)N1CCCCCC1
[23] C=CCn1c(CCNC(=O)c2ccccc2F)nnc1SCC(=O)Nc1ccccc1F
[24] CC(C)(C)C1CCC(C(=O)Nc2ccccc2)CC1 (stereo unspecified)
entry no. | 17 | 18 | 19 | 20 | 21 | 22 | 23 | 24
OXTR agonist | 0.2 | 0.4 | -2.2 | -0.3 | -0.6 | -0.6 | -1.6 | -2.3
MEKK3 PB1 HTS | 100 | x | 103 | 117 | 101 | 104 | 104 | 99
MEKK2 WT-MEK5 | 100 | x | 105 | 104 | 101 | 103 | 107 | 99
PHOSPHO1 block | 0 | 0 | 31 | 0 | 15 | 37 | 18 | -7
MEKK2mut PB1 HTS | 2 | x | 4 | -1 | -1 | 18 | 7 | -2
PfM18AAP inh | 6 | -3 | 6 | 2 | 1 | -14 | -8 | -1
NALP1 yeast inh | 34 | 12 | -2 | 27 | 9 | 13 | 10 | 10
DNA FID counter | 0 | -13 | -1 | -3 | -7 | -5 | -27 | -4
GPR7 antag | -8 | -7 | -10 | -7 | -9 | -1 | -9 | -2

[25] O=C(CCN1C(=O)c2ccccc2S1(=O)=O)N1CCN(c2ccccc2)CC1
[26] COc1ccc2[nH]cc(C(=O)CN3CCCCC3C)c2c1 (stereo unspecified)
[27] COC(=O)c1c(C)[nH]c(C(=O)OCC(=O)NCC(C)C)c1C
[28] O=C(c1ccco1)N1CCN(c2nnc(-c3ccccc3)c3ccccc23)CC1
[29] Cc1c(C(=O)O)sc2nc(/C=C/c3ccccc3OC(F)F)[nH]c(=O)c12
entry no. | 25 | 26 | 27 | 28 | 29
OXTR agonist | 0.5 | x | -1.1 | -2.0 | -0.3
MEKK3 PB1 HTS | 109 | 92 | 97 | 107 | 98
MEKK2 WT-MEK5 | 112 | 95 | 100 | 100 | 97
PHOSPHO1 block | 9 | -11 | 9 | 20 | 22
MEKK2mut PB1 HTS | 11 | -7 | 2 | 5 | -6
PfM18AAP inh | -6 | 4 | 16 | -6 | 1
NALP1 yeast inh | -12 | 38 | -10 | -4 | 17
DNA FID counter | -14 | 4 | -11 | -30 | -20
GPR7 antag | -8 | -10 | -4 | -9 | -4

Among those listed so far, 11 have a carbonyl joined to an NH by a bond outside any ring.
[1] O=C(NC1CCCCC1)N(Cc1ccc(F)cc1)Cc1nc2ccccc2c(=O)[nH]1
[5] CC(=O)N1CCC(=NNC(=O)c2cccs2)CC1
[6] COC(=O)c1ccc(C2NC(=S)N(c3ccccc3)C(C)=C2C(=O)Nc2ccccc2OC)cc1 (stereo unspecified)
[8] COc1cccc(Cn2cccc(NC(=O)Nc3ccc(C#N)cc3)c2=O)c1
[11] O=C(NCc1ccco1)/C(=C/c1ccco1)NC(=O)c1ccco1
[12] CCCn1c(NC(=O)c2ccc(Cl)c(S(=O)(=O)N3CCCC3)c2)nc2ccccc21
[14] COCCn1c(SCC(=O)NCc2ccc3c(c2)OCO3)nnc1-c1c[nH]c2ccccc12
[19] CCCCOC(=O)Nc1cccc(Cl)c1C
[23] C=CCn1c(CCNC(=O)c2ccccc2F)nnc1SCC(=O)Nc1ccccc1F
[24] CC(C)(C)C1CCC(C(=O)Nc2ccccc2)CC1 (stereo unspecified)
entry no. | 1 | 5 | 6 | 8 | 11 | 12 | 14 | 19 | 23 | 24
OXTR agonist | -1.9 | -1.7 | -1.5 | 9.1 | -1.0 | -1.0 | -0.6 | -2.2 | -1.6 | -2.3
MEKK3 PB1 HTS | 103 | 100 | 99 | 105 | 102 | 102 | 107 | 103 | 104 | 99
MEKK2 WT-MEK5 | 106 | 104 | 87 | 103 | 99 | 101 | 106 | 105 | 107 | 99
PHOSPHO1 block | -42 | -3 | -14 | 6 | 1 | -8 | 5 | 31 | 18 | -7
MEKK2mut PB1 HTS | 1 | -2 | -7 | 5 | 2 | -2 | 10 | 4 | 7 | -2
PfM18AAP inh | -2 | -6 | -2 | -3 | 0 | -1 | -3 | 6 | -8 | -1
NALP1 yeast inh | 21 | 17 | 14 | 11 | 10 | 4 | -2 | -2 | 10 | 10
DNA FID counter | -8 | -5 | -25 | 2 | 2 | -24 | -20 | -1 | -27 | -4
GPR7 antag | -18 | -8 | 10 | -4 | 6 | -28 | 4 | -10 | -9 | -2

[27] COC(=O)c1c(C)[nH]c(C(=O)OCC(=O)NCC(C)C)c1C
entry no. | 27
OXTR agonist | -1.1
MEKK3 PB1 HTS | 97
MEKK2 WT-MEK5 | 100
PHOSPHO1 block | 9
MEKK2mut PB1 HTS | 2
PfM18AAP inh | 16
NALP1 yeast inh | -10
DNA FID counter | -11
GPR7 antag | -4

Bioassay records deposited in PubChem BioAssay by several laboratories.
